Bioassay records as filed in PubChem BioAssay.
proCasp3 act: activates human procaspase-3; recombinant procaspase-3 D3A, Ac-DEVD-pNA absorbance 405 nm; P42574; 330,000 tested, 0.11% active; activation, % at 8.5 µM;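 active = activation above the mean of all tested compounds plus 3 SD, cut at about 21% in these data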;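 also: 0% = DMSO alone and 100% = DMSO wells spiked with extra 5 µM PC-3 D3A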
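material = Procaspase-3 D3A mutant | probe or stimulus = Ac-DEVD-pNA | compound = single dose, 8.5 µM nominal compound, 0.8% DMSO | timing = 1 h preincubation, 2 h reaction | measured by = 405 nm absorbance of p-nitroaniline, reads at 0 and 120 min | benchmarks = DMSO-only low control, 5 µM PC-3 D3A high control | repeats = singlicate, each compound tested once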
MEP2-GFP yeast: modulators of TOR pathway MEP2-GFP in S. cerevisiae; AID 2016; GFP response vs DMSO, % at 10 µM; S. cerevisiae MEP2-GFP strain, flow cytometry GFP, 3 h; 100% = DMSO control level; 330,000 tested, 0.51% active;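 active = GFP response versus DMSO above a set limit, roughly screen mean plus 3 SD, cut at about 180% in these data; inconclusive = fewer than 70 cells counted for a yeast strain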;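 also: median GFP fluorescence of the barcode-gated MEP2-GFP cells per well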
CIT2 TOR yeast: modulators of TOR pathway CIT2-GFP in S. cerevisiae; S. cerevisiae CIT2-GFP strain, flow cytometry, 3 h; 100 means same as DMSO wells; GFP response vs DMSO, % at 10 µM; 320,000 tested, 0.065% active;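 active = GFP response relative to DMSO above a set limit, near the screen mean plus 3 SD, cut at about 150% in these data; inconclusive = Fewer than 70 cells measured for a yeast strain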;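 also: ratio of well median GFP fluorescence to mean of DMSO wells on the plate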
AGP1 TOR yeast: yeast TOR pathway AGP1-GFP modulation | GFP response vs DMSO, % at 10 µM | 320,000 tested, 0.02% active | S. cerevisiae AGP1-GFP multiplex flow cytometry, 3 h; GFP as percent of DMSO wells;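 active = GFP response relative to DMSO above a set limit, near screen average plus 3 SD, cut at about 150% in these data; inconclusive = fewer than 70 cells counted for the yeast strain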;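 also: median GFP channel fluorescence of the gated AGP1 strain per well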
procasp7 counter: counter-screen: procaspase-7 (human) activation. recombinant procaspase-7, Ac-DEVD-pNA absorbance 405 nm; D23A/D198A/D206A triple mutant, cannot self-cleave; scale: DMSO 0, 5 µM enzyme 100. activation, % at 8.5 µM. 330,000 tested, 0.093% active;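 active = percent activation above the screen-wide mean plus 3 SD, cut at about 25% in these data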
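System: Uncleavable procaspase-7 mutant enzyme; Amount: 2 µM procaspase-7 mutant as dispensed; Schedule: 1 h compound preincubation, 2 h substrate cleavage, 25 °C; Measured by: 405 nm absorbance of p-nitroaniline; Evaluation: percent activation from buffer-corrected 0–120 min absorbance change; Control set: low DMSO alone, high DMSO plus 5 µM PC-7.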
RPL19A-GFP yeast: yeast TOR pathway RPL19A-GFP modulation. 330,000 tested, 0.3% active. S. cerevisiae RPL19A-GFP strain, flow cytometry, 3 h; hits give low values. percent response vs DMSO, % at 10 µM;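 active = percent response vs DMSO below 50%; inconclusive = fewer than 70 events counted for the yeast strain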;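 also: median channel GFP fluorescence of the barcoded RPL19A-GFP strain; ratio of sample median GFP to plate DMSO average so 100% = DMSO; lower means less RPL19A-GFP as with rapamycin TOR inhibition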
LAP4-GFP MLPCN: modulators of TOR pathway LAP4-GFP in S. cerevisiae; 320,000 tested, 0.34% active; GFP response vs DMSO, % at 10 µM; AID 2023; S. cerevisiae LAP4-GFP multiplex, flow cytometry GFP, 3 h; median GFP as percent of DMSO wells;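 active = GFP response vs DMSO above a set limit, about the screen mean plus 3 SD, cut at about 150% in these data; inconclusive = under 70 cell events counted for the yeast strain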
AHR activator: activates the human aryl hydrocarbon receptor. AHR-responsive luciferase reporter cells, luminescence. 320,000 tested, 2.5% active. activation, % at 5 µM; in the data active = activation above about 47%;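 also: 0% = vehicle wells and 100% = reference agonist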
Target sequence (P35869 whole entry, looked up): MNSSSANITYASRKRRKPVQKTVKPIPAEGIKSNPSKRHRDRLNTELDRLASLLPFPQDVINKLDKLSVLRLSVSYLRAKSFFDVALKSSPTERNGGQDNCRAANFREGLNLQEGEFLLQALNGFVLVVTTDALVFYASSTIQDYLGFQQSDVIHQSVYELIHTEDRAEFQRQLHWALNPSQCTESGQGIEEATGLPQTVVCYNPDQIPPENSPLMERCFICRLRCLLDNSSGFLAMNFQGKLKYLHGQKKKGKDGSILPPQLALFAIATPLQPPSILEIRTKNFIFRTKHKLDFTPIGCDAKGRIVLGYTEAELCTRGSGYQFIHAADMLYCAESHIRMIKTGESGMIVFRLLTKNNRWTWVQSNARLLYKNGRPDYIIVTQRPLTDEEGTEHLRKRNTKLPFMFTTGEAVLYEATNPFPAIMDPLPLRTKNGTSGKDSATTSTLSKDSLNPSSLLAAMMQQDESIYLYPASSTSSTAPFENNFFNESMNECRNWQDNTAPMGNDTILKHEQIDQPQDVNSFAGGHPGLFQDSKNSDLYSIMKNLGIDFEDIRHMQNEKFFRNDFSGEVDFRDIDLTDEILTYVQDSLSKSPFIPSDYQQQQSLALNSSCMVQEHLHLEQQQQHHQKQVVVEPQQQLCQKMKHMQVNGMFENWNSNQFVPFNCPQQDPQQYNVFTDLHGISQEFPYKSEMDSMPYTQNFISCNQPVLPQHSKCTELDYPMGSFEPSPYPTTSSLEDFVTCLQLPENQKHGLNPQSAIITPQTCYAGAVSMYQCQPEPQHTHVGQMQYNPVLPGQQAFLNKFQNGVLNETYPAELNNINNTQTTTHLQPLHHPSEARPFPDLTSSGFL
Starred values were filed as active, the others as inactive; ? = inconclusive; / = no result given; [ ] = another dose, or the depositor's remark. Random draw from the library. About 3.5% of those tested had a hit in this group.

SMILES	proCasp3 act	MEP2-GFP yeast	CIT2 TOR yeast	AGP1 TOR yeast	procasp7 counter	RPL19A-GFP yeast	LAP4-GFP MLPCN	AHR activator
CC(=O)Nc1ccc(NC(=O)Cc2ccc(-c3ccccc3)cc2)cc1	0	108	99	93	-7	105	93	-1
CCOc1ccc(N(CC(=O)OC)S(=O)(=O)c2ccc(OC)c(OC)c2)cc1	-4	205*[may fluoresce violet]	?	/	7	56[may fluoresce violet]	80[may fluoresce violet]	5
COc1ccc(-c2cc(=O)oc3cc(OCC(=O)NCCCn4ccnc4)ccc23)cc1	-4	107	98	102	-11	100	102	2
Cc1ccc(NC(=O)CCn2cc(C(F)(F)F)ccc2=O)cc1	12	98	95	96	-4	95	107	1
COCCn1c(C(C)C)nc2ccccc21	7	100	105	106	-1	100	105	1
COC(=O)c1ccccc1NC(=O)N1CCN(C/C=C/c2ccccc2)CC1	-6	107	98	104	-13	110	106	5
CC1CCC(NC(=O)CCS(=O)(=O)c2ccc3c(c2)NC(=O)C(C)S3)CC1 (configuration not stated)	-1	100	109	101	-1	95	108	2
COc1ccccc1CCC(=O)Nc1ccc(S(=O)(=O)Nc2cc(C)nc(C)n2)cc1	-1	103	94	103	8	100	109	2
COc1ccc(Cl)c(N2CCN(CCCNC(=O)Nc3ccc(C)cc3)CC2)c1	-8	106	100	100	5	98	107	-2
COc1ccc(OC)c(NC(=O)COC(=O)C2CCCCC2)c1	5	107	100	103	6	104	101	2
O=C(CCC(=O)NNC(=O)c1ccc(Cl)cc1Cl)NCc1ccccc1	4	97	97	99	6	97	98	0
COc1ccc(Cl)cc1NC(=O)N1CCC(C)CC1	10	113	110	106	-2	115	106	21
C/C(=N\NS(=O)(=O)c1ccc(C)c([N+](=O)[O-])c1)c1cccs1	4	100	96	98	4	93	101	0
CSc1ncccc1C(=O)N1CCN(S(=O)(=O)c2cc(C)ccc2C)CC1	8	111	105	102	4	104	97	3
CN1CCN(c2ccc(NC(=O)CN3CCOCC3)cc2F)CC1	4	98	107	104	-2	102	99	-1
COC(=O)N1C(=O)[C@](c2ccsc2)(C(C)C)N1C(=O)OC	10	91	66	82	-3	95	108	2
COc1ccc(Cl)cc1NC(=O)CSc1nnc(-c2ccco2)o1	-2	99	106	105	-14	95	111	10
Cc1ccc(S(=O)(=O)N(CC(=O)N2CCC(C(N)=O)CC2)c2cccc(C(F)(F)F)c2)cc1	-2	99	87	/	6	94	100	-1
O=C(O)CCCC(=O)NCCc1ccncc1	4	97	91	91	12	94	93	4
CCCCNC(=O)c1onc(CSc2ccc(OC)cc2)c1C(=O)O	0	90	118	95	-12	103	107	2
COc1cccc(C(=O)COC(=O)C(C)N2C(=O)c3ccccc3C2=O)c1 (configuration not stated)	7	99	91	96	3	97	99	-1
Cc1cccc(N2CCN(C(=O)/C=C/c3cccs3)CC2)c1C	0	110	102	104	10	109	113	2
Cc1ccc(-c2cc(-c3ccccc3C)[nH]n2)c(O)c1	2	89	107	96	-4	88	108	102*
Cc1nn(-c2ccccc2)c(C)c1NS(=O)(=O)c1ccccc1	-3	100	113	105	18	103	98	-1
O=S(=O)(Nc1ccc(-n2cnnn2)cc1)c1cccs1	-10	106	108	108	2	103	104	1
C=CCNC(=O)/C(=C/c1ccccc1OCC)NC(=O)c1ccccc1	0	99	95	101	-7	102	96	3
COc1ccc(NC(=O)N2CCN(CCC#N)CC2)cc1	-4	99	108	97	5	98	101	0
CCCCCn1c(CNC(=O)COC)nc2ccccc21	-3	191*[may fluoresce violet]	?	?	1	20*[may fluoresce violet]	66[may fluoresce violet]	2
COc1ccc(-n2c(C)cc(C(=O)CSc3nnc(-c4ccoc4C)n3C)c2C)cc1	-4	90	87	95	-13	98	99	3
CCCCC(=O)NC(=S)Nc1cccc(NC(=O)CC)c1	-6	97	91	/	-2	88	88	16

Rewritten with bars between the fields: entries from further up
compound | proCasp3 act | MEP2-GFP yeast | CIT2 TOR yeast | AGP1 TOR yeast | procasp7 counter | RPL19A-GFP yeast | LAP4-GFP MLPCN | AHR activator
O=S(=O)(Nc1ccc(-n2cnnn2)cc1)c1cccs1 | -10 | 106 | 108 | 108 | 2 | 103 | 104 | 1
C=CCNC(=O)/C(=C/c1ccccc1OCC)NC(=O)c1ccccc1 | 0 | 99 | 95 | 101 | -7 | 102 | 96 | 3

Continuation:
SMILES	proCasp3 act	MEP2-GFP yeast	CIT2 TOR yeast	AGP1 TOR yeast	procasp7 counter	RPL19A-GFP yeast	LAP4-GFP MLPCN	AHR activator
Cc1ccc(S(=O)(=O)N2[C@@H](c3cccc(Cl)c3)C(C(=O)O)=CC[C@H]2c2ccc(C(C)C)cc2)cc1	14	93	85	87	5	91	81	0
COc1nc(OC)nc(N(C)CCO)n1	3	101	102	103	-4	100	104	3
C[C@]12C(=O)N(c3cccc(Cl)c3)C(=O)N1[C@H]1c3ccccc3OC[C@@H]1[C@H]2c1ccccc1	-4	92	89	91	0	99	113	4
COc1ccc(NC(=O)C2CCN(c3cnccn3)CC2)cc1Cl	-2	87	95	93	2	95	88	2
CCCCCCCC(=O)Nc1cc(C(=O)NCc2ccc(C)cc2)ccc1N1CCC2(CC1)CC(c1ccccc1)=NO2	-3	90	68	83	10	96	108	5
CN=Cc1c(NC)nc2c(C)cccn2c1=O	7	?	?	79[may fluoresce violet]	15	91[may fluoresce violet]	?	9
CCOC(=O)c1c(-c2ccc(OC)cc2)oc2cc(Br)c(O)cc12	8	100	93	93	2	99	84	1
CC1CCc2c(sc(NC(=O)COC(=O)c3ccc(O)cc3)c2C#N)C1 (configuration not stated)	-9	96	94	96	-9	96	98	10
CCOC(=O)c1ccccc1NC(=O)CN(c1ccccc1OCC)S(C)(=O)=O	-4	102	/	107	2	103	113	2
CCCCn1c(/N=C/c2c[nH]c3ccccc23)nc2ccccc21	3	98	95	89	5	89	109	14
CN(C)/N=C/C=C1\CCC/C(=C\c2ccc(F)c(F)c2)C1=O	-13	90	/	91	-18	89	112	-4
CCN(CC)CCNS(=O)(=O)c1ccc2c3c(cccc13)C(=O)N2	4	107	104	96	5	104	94	0
COc1cc(OC)cc(-c2cn[nH]c2N)c1	7	106	108	115	4	108	108	6
COc1ccc(CNC2CCCc3ccccc32)c(OC)c1 (configuration not stated)	/	107	107	104	/	104	101	/
CCOC(=O)/C=C1\CC(=O)Nc2nonc2N1	0	98	/	89	6	93	112	0
O=C(CCCc1ccccc1)NC12CC3CC(CC(C3)C1)C2	8	102	100	99	2	98	94	5
CC[N+]1(C)CCC(=C2c3ccccc3CC(=O)c3sccc32)CC1 (configuration not stated)	5	91	88	88	1	93	79	1
CCCCN(CCCC)Cc1ccc(C(=O)NN)o1	-2	98	99	100	-10	102	97	5
COc1ccc(Cl)cc1NC(=S)NC1CCCC1	6	102	108	93	6	107	88	3
Brc1cc2c(cc1Br)OCCOCCOCCOCCO2	-3	100	/	97	-4	93	97	-2
Oc1ccccc1/C=N/Nc1ccnc(SCc2ccccc2)n1	-10	99	93	94	-5	95	92	1
Cc1cccc2cc(/C=N/NC(=O)[C@H]3C[C@@H]3c3ccccc3)c(Cl)nc12	1	135	114	96	8	98	103	5
O=C(N/N=C/c1ccco1)c1csc2c1CCCC2	-7	105	89	114	8	106	132	8
O=C(Nc1ccccc1C(=O)NCc1cccnc1)c1ccco1	4	101	99	100	-8	99	105	7
COc1ccc(C2N(C(C)=O)CCCN2S(=O)(=O)c2ccc(C)cc2)cc1 (configuration not stated)	-2	103	106	101	-2	104	102	3
COc1ccc(CNc2nc(NCc3ccc(OC)cc3)n(S(C)(=O)=O)n2)cc1	0	108	101	98	5	99	110	2
CC(NC(=O)COc1cc(=O)n(C)c2ccccc12)c1ccc2c(c1)OCCO2 (configuration not stated)	2	103	103	103	0	103	101	1
COc1cc(CCC(=O)OCC(=O)Nc2ccc(Br)cc2F)cc(OC)c1OC	-6	105	93	97	1	103	117	-2
O=C(Nc1ccc2c(c1)nc1n2CCSC1)c1ccco1	2	101	104	103	4	100	99	-1
COc1ccc(/C=C2\SC(=N)N(c3ccc(F)cc3)C2=O)cc1	5	106	110	106	2	104	105	0
COC(=O)c1ccc(C(C(=O)NC2CCCCC2)N(Cc2ccc(F)cc2)C(=O)Cc2cccs2)cc1 (configuration not stated)	-1	89	90	92	-1	112	91	6
CCOC(=O)CNC(=O)Cn1cnc2sc(C)c(S(=O)(=O)N3CCC(C)CC3)c2c1=O	0	97	/	100	18	98	89	-3
Cc1nnc(SCC(=O)N(C)CC(=O)Nc2ccccc2Cl)s1	1	96	92	97	-2	90	95	-3
COc1cccc(OCCSc2nc(N)cc(N)n2)c1	7	97	/	98	1	100	87	25
COc1ccccc1CC(=O)N1CCC(CCC(=O)NC2CC2)CC1	0	102	102	96	-1	102	89	2
O=C1NC(=S)N/C1=C/C=C/c1ccccc1	-8	105	105	103	3	105	102	-6
CC(Sc1nc2ncc(Cl)cc2[nH]1)C(=O)NC1(C#N)CCCCC1 (configuration not stated)	3	106	104	114	-1	105	114	5
CC1(C)Cc2c(cnn2-c2ccc(F)cc2)C(NC(=O)Cn2cncn2)C1 (configuration not stated)	9	100	99	103	2	97	101	-2
COc1ccc(Sc2nc(-c3ccccc3)ncc2OC)cc1	3	90	85	101	2	101	114	5
CCc1nnc(NS(=O)(=O)c2ccc(NC(=O)c3ccc(S(=O)(=O)N(CC)CC)cc3)cc2)s1	-3	117	104	103	9	105	108	2
O=C(Nc1ccc(F)cc1)C1CCCN(S(=O)(=O)c2cccc3cccnc23)C1 (configuration not stated)	-3	108	110	110	3	109	109	3
Cc1cc(NC(=O)CSCC(=O)Nc2ccccc2OC(F)F)no1	6	107	107	114	3	105	106	2
Cc1ccccc1NC(=O)c1ccc2c(c1)OCCO2	11	95	88	/	3	92	100	-3
Cc1ccc(-c2nn(-c3ccccc3)cc2CO)o1	3	97	98	85	9	97	94	-1
Cc1ccsc1C1C(C#N)=C(N)Oc2n[nH]c(C)c21 (configuration not stated)	10	95	112	107	8	100	96	1
COc1ccc(C(=O)c2c[nH]c(C(=O)N=CN(C)C)c2)cc1	1	90	102	99	16	96	108	15
CC(C)(C)C(=O)Nc1nnc(SCc2cccc(F)c2)s1	6	90	84	94	2	94	93	13
Nn1c(C2CCCCC2)nc2ccccc2c1=O	8	99	86	96	5	99	87	0
Cc1ccc(Nc2cc(C)nc(-c3ccccc3)n2)cc1	1	99	101	87	-2	100	95	21
COCC(=O)Nc1nc2n(n1)C(c1ccccc1Cl)CC(c1ccc(OC)cc1)N2 (configuration not stated)	-1	116	101	112	9	106	110	1
CN(C)S(=O)(=O)c1ccc(C(=O)NCCOc2ccc(F)cc2)cc1	7	101	/	104	4	102	97	6
Cc1cc([N+](=O)[O-])ccc1Nc1nc2ccccc2n2cnnc12	-1	109	94	91	9	100	80	15
CCn1c(CNC(=O)c2ccccc2OC)nnc1SCC(=O)c1ccc(F)cc1	-1	110	110	107	-14	108	105	6
